# Source: PubChem (The Scripps Research Institute Molecular Screening Center)
# OX1R antag-1: blocks the human orexin 1 receptor | O43613 | OX1R-expressing cells, FRET antagonist read-out | inhibition, % at 6.6 µM | 330,000 tested, 1.8% active | AID 485270; in the data active means inhibition mostly above about 38%, no sharp cut-off; inactive means mostly below about 40%;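 further: 0% = agonist challenge alone and 100% = reference antagonist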
# Target sequence (O43613 whole entry, looked up): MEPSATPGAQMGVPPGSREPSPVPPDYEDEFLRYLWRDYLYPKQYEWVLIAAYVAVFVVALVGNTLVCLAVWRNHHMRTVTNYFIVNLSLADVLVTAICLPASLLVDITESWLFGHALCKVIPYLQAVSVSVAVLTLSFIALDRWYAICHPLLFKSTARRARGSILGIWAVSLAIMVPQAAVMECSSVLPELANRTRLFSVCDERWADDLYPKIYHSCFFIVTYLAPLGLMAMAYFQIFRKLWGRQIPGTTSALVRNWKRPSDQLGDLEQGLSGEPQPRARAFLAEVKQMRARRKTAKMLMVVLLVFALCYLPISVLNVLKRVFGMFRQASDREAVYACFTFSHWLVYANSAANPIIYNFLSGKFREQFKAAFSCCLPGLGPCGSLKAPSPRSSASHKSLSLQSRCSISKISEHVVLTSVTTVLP
# OX1R antag-2: human HCRTR1 antagonism; CHO/OX1R cells, Fluo-8 calcium fluorescence, orexin A; inhibition, % at 5 µM; 330,000 tested, 0.43% active; AID 434989;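 active means inhibition above its plate's threshold, mean inhibition of all tested compounds on the plate plus 3 SD, cut at about 37% in these data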;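 further: 0% = orexin A challenge wells and 100% = SB-334867-A antagonist wells; not every result past the cut was called active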
# An asterisk follows results filed as active. The order is random (roughly 2% active in at least one column).
SMILES,OX1R antag-1,OX1R antag-2
COc1cc(NC(=S)NCCc2ccccc2)c(OC)cc1NC(=O)CC(C)C,11,-32
Cc1ccc(-c2nn(-c3ccccc3)cc2CO)cc1,1,-24
CC(CCc1ccccc1)NC(=O)Cc1ccc(Br)cc1 (stereo unspecified),10,-12
Nc1nc2cc(S(=O)(=O)N3CCOCC3)ccc2o1,6,-10
O=C(CNC(=O)c1ccc(Cl)cc1)Nc1ccc(S(=O)(=O)Nc2ncccn2)cc1,8,-10
Cc1cc(=O)[nH]c(NCc2ccccc2)n1,1,-8
COC(=O)CC(c1ccc(C#N)cc1)n1c(C)ccc1C (stereo unspecified),11,-25
COc1ccc(-c2nnn(CC(=O)N(CC(=O)NCCC(C)C)Cc3cccs3)n2)cc1OC,7,-32
CN(CC(=O)N1CCc2[nH]c3ccc(F)cc3c2C1)CC1OCCO1,12,8
Cn1nc(C(=O)NC2CCCCC2)c2ccccc2c1=O,9,-18
Cc1c(NC(=O)C(Sc2ccccc2)c2ccccc2)cccc1[N+](=O)[O-] (stereo unspecified),31,-6
Cc1cc(C)c2c(=O)c(/C=C3\NC(=S)NC3=O)coc2c1,4,-21
O=C(COC(=O)/C=C/c1ccccc1Cl)NC1CCCCCC1,5,-11
CCCCNC(=O)/C(C#N)=C/c1cccnc1,2,3
CSc1nccc(-c2c(-c3ccc(Cl)cc3)noc2C)n1,20,-20
COc1cc(NC(=S)NC2CC(C)(C)NC(C)(C)C2)c(OC)cc1Cl,11,2
CC1(C)CC(=O)C(C(C2=C(O)CC(C)(C)CC2=O)c2cccs2)C(=O)C1 (stereo unspecified),20,-28
CN(C(=O)COC(=O)c1ccc(CN2CCCC2=O)cc1)c1ccccc1,-1,-9
O=C(N/N=C/c1cccc(Oc2ccccc2)c1)c1cc[n+]([O-])cc1,7,-12
CC(=O)Nc1ccc(NC(=O)CN(c2cccc(C(C)=O)c2)S(C)(=O)=O)cc1,33,-10
CC(=O)N1CCN(c2ccc(NC(=O)c3cccc(C)c3)cc2)CC1,12,-14
Cc1cc(C)nc(N2C(=O)CC(Cc3ccccc3)C2=O)n1 (stereo unspecified),7,0
CCc1nnc(-n2nc(C)cc2-c2ccccc2)n1N,18,3
COc1ccc(-c2cn3cccnc3n2)cc1NC(=O)CC(C)C,23,-22
C/C(=N\NC(=O)c1cc2ccccc2cc1O)c1cccs1,-6,11
CC(C)CN(C(=O)CN(C)CC(=O)Nc1ccccc1C#N)c1c(N)n(CC(C)C)c(=O)[nH]c1=O,-3,-7
O=C(COc1ccc(S(=O)(=O)NC2CCCC2)cc1)N1CCCCC1,2,-9
COc1ccccc1N1CC(C(=O)Nc2nnc(SCc3cccnc3)s2)CC1=O (stereo unspecified),4,-25
COc1ccccc1C(O)P(=O)(OC(C)C)c1ccc(N(C)C)cc1 (stereo unspecified),19,-15
COc1ccc(C2=COc3ccccc3C(=O)N2)cc1,16,-22
COC(=O)CC1NCCc2cc(OC)c(OC)cc21 (stereo unspecified),11,-8
COc1cccc(C(=O)N/N=c2\oc3c(OC)cccc3cc2C(=O)NCc2ccccc2)c1,15,-13
CCOC(=O)N1CCN(c2ccccc2O)CC1,11,-14
COc1cccc(NC(=O)c2oc3ccccc3c2NC(=O)C2CC2)c1,16,-39
CN(C)c1ccc(N2C(=NC(=O)CCC3CCCC3)SC3CS(=O)(=O)CC32)cc1 (stereo unspecified),2,-10
Cn1c2c(c(=O)n(C)c1=O)C(c1ccc(Cl)cc1)C(C#N)=C(N)O2 (stereo unspecified),21,-8
Cc1ccc2c(c1)NC(=O)C(CC(=O)NCCCN1CCCCC1)O2 (stereo unspecified),8,8
C=CCNc1nc(C(=O)OCC(=O)NCc2cccc(Cl)c2)cs1,7,-27
O=C(Cc1c[nH]c2ccccc12)Nc1nc2ccccc2[nH]1,15,-11
CC(=O)c1cccc(NC(=O)/C(=C/c2ccncc2)NC(=O)c2ccccc2)c1,-4,-15
CCC(NC(=O)NNC(N)=S)(C(F)(F)F)C(F)(F)F,1,-18
COc1ccc(NC(=S)N/N=C/c2ccc(F)cc2)cc1OC,16,-29
COc1cccc(/C(=N/O)C2CC2c2ccc(Cl)cc2)c1 (stereo unspecified),22,-25
NC(Cc1cccc2nsnc12)C(=O)O (stereo unspecified),21,4
COCCCNc1nc2c(c(=O)[nH]c(=O)n2C)n1CCCc1ccccc1,17,-12
Cc1ccc(OCCCC(=O)ON=C(N)c2ccccc2C)cc1,4,0
COC(=O)c1[nH]c2cccc(OC)c2c1NC(=O)CN1CCN(c2cccc(OC)c2)C(C)C1 (stereo unspecified),6,-26
COc1ccc(-c2csc(N(CC(C)C)C(=O)c3ccco3)n2)cc1,22,-43
CCOC(=O)N1CCN(S(=O)(=O)c2ccc(C(=O)N(CCN(CC)CC)c3nc4c(C)cccc4s3)cc2)CC1,25,-23
COC(=O)c1cc(NS(=O)(=O)c2ccc(N3CCOCC3)c(N)c2)cc(C(=O)OC)c1,11,-16

# Continuation:
SMILES,OX1R antag-1,OX1R antag-2
COC(=O)c1cn(C(=O)c2cc(Cl)ccc2Cl)c2ccccc12,-2,-10
Cc1ccc(C(=O)O/N=C(\N)c2ccccn2)cc1Cl,14,-10
Cc1cccc(N2CCN(C(=O)c3ccc(-n4cncn4)c([N+](=O)[O-])c3)CC2)c1C,11,-32
CC1(C)CC2c3cccc(C(=O)O)c3C(=O)N2c2c1ccc1ccccc21 (stereo unspecified),15,-18
CN(C)c1ccc(CNCc2cccnc2)cc1,5,-1
Cc1ccccc1Cn1cnc2c([N+](=O)[O-])c(C)c(C)cc21,19,0
O=C(c1cc([N+](=O)[O-])ccc1N1CCOCC1)N1CCN(S(=O)(=O)c2ccc(F)cc2)CC1,9,-8
CC(C)c1nnc(NC(=O)c2c(O)c3cccc4c3n(c2=O)CCC4)s1,11,-39
CCOC(=O)c1c(C)[nH]c(C(=O)COC(=O)CNC(=O)c2ccc(Cl)cc2)c1C,-3,-35
O=C(CCNS(=O)(=O)c1ccccc1)N1CCCCCCC1,6,-11

# Not a retest: two of the compounds above.
SMILES,OX1R antag-1,OX1R antag-2
Cc1ccc(C(=O)O/N=C(\N)c2ccccn2)cc1Cl,14,-10
Cc1cccc(N2CCN(C(=O)c3ccc(-n4cncn4)c([N+](=O)[O-])c3)CC2)c1C,11,-32

# Sorted by value in OX1R antag-1 (largest number first): 6 of the compounds above.
Molecule	OX1R antag-1
Cc1ccccc1Cn1cnc2c([N+](=O)[O-])c(C)c(C)cc21	19
CC1(C)CC2c3cccc(C(=O)O)c3C(=O)N2c2c1ccc1ccccc21 (stereo unspecified)	15
Cc1ccc(C(=O)O/N=C(\N)c2ccccn2)cc1Cl	14
CC(C)c1nnc(NC(=O)c2c(O)c3cccc4c3n(c2=O)CCC4)s1	11
O=C(c1cc([N+](=O)[O-])ccc1N1CCOCC1)N1CCN(S(=O)(=O)c2ccc(F)cc2)CC1	9
CCOC(=O)c1c(C)[nH]c(C(=O)COC(=O)CNC(=O)c2ccc(Cl)cc2)c1C	-3

# 6 compounds already listed, sorted by length of the SMILES, high to low.
SMILES,OX1R antag-1,OX1R antag-2
CCOC(=O)c1c(C)[nH]c(C(=O)COC(=O)CNC(=O)c2ccc(Cl)cc2)c1C,-3,-35
CC1(C)CC2c3cccc(C(=O)O)c3C(=O)N2c2c1ccc1ccccc21 (stereo unspecified),15,-18
CC(C)c1nnc(NC(=O)c2c(O)c3cccc4c3n(c2=O)CCC4)s1,11,-39
COC(=O)c1cn(C(=O)c2cc(Cl)ccc2Cl)c2ccccc12,-2,-10
O=C(CCNS(=O)(=O)c1ccccc1)N1CCCCCCC1,6,-11
CN(C)c1ccc(CNCc2cccnc2)cc1,5,-1

# More entries follow:
SMILES,OX1R antag-1,OX1R antag-2
Cc1nc(SCC(=O)O)n[nH]1,3,6
CCOC(=O)C(=O)NCC(c1cccs1)S(=O)(=O)c1ccc(F)cc1 (stereo unspecified),3,-14
O[C@@H]([C@H](O)[C@H](O)CBr)[C@H](O)CBr,16,-1
O=C(c1cc(Br)c(Br)s1)N1CCc2ccccc2C1,7,-22
O=C(CSc1nnc(-c2cccnc2)n1-c1ccccc1)NCc1ccc2c(c1)OCO2,2,-26
COc1ccc(-n2c(C)cc(C(=O)COc3ccc(C)nc3[N+](=O)[O-])c2C)cc1,16,-22
CC(C)OC(=O)CSc1nc(N)c(C#N)cc1C#N,15,-1
CCSC1=C(C#N)C(CC(C)C)C2=C(CCCC2=O)N1 (stereo unspecified),15,-31
NS(=O)(=O)c1cccc(NC(=O)C(Cc2ccccc2)NC(=O)c2ccccc2)c1 (stereo unspecified),24,-18
O=C(NC1=NCCS1)c1sc2cc(Cl)cc(Cl)c2c1Cl,2,-6
O=C1C2CCCN2C(c2ccccc2F)N1c1cccc(Cl)c1 (stereo unspecified),16,-20
COc1cc(OC)cc(C(=O)N[C@H](C(=O)OCC(=O)c2ccc(F)cc2)C(C)C)c1,8,-31
COc1ccc(Cl)c(NC(=O)C/C(C)=N/NC(=O)CCc2ccccc2)c1,20,7
CC1CCN(C(c2cc3cc4c(cc3[nH]c2=O)OCO4)c2nnnn2CC2CCCO2)CC1 (stereo unspecified),1,-15
CCOC(=O)CP(=O)(c1ccccc1)c1ccccc1,25,-16
CN(C)S(=O)(=O)n1cc(/C=C(\NC(=O)c2ccccc2Cl)C(=O)NCCCn2ccnc2)c2ccccc21,11,-29
COc1ccc(S(=O)(=O)N2CCCCCC2)cc1NC(=O)c1c2c(nc3ccccc13)CCN(Cc1ccccc1)C2,1,-26
Cc1[nH]n(-c2ccccc2)c(=O)c1C(C[N+](=O)[O-])c1ccc(Br)cc1 (stereo unspecified),9,-20
CC(C)CNC(CC(=O)O)c1ccccc1 (stereo unspecified),26,-6
COc1ccc(C(=O)NCCNc2nc3ccc(C)cc3cc2C#N)cc1OC,41,-8
COc1ccc(C(=O)NC2(C(F)(F)F)NC(=O)N(CCCc3ccccc3)C2=O)cc1OC (stereo unspecified),8,-16
O=C(Cc1ccccc1[N+](=O)[O-])N1CCOCC1,-4,-11
Cc1cccc(-n2ccnc2CN2CCN(C3CCCC3)C(CCO)C2)c1 (stereo unspecified),11,-38
CC[N+](CC)(CC)C/C(N)=N/O,3,2
N#CC1=C(N)Oc2ccc3ccc(O)cc3c2C1c1cccnc1 (stereo unspecified),15,-11
CC(=O)Nc1ccc(NC(=O)/C=C/c2ccccc2)cc1,4,-4
Cc1ccc(Cl)c2c1NC(=O)C2(O)CC(=O)c1ccccc1O (stereo unspecified),62,-15
Fc1ccc(Cn2nnc3ccccc32)cc1,15,3
COc1ccc(O)c(C(=O)c2cnn(-c3ccc(Cl)cc3)c2)c1,19,-49
C[C@]12CC[C@H](O)CC1=CCC1C2CC[C@@]2(C)C1CC[C@@H]2NC(=O)CCC(=O)O (stereo partly specified),5,-8

# 7 of these compounds, reformatted.
SMILES | OX1R antag-1 | OX1R antag-2
COc1cccc(C(=O)N/N=c2\oc3c(OC)cccc3cc2C(=O)NCc2ccccc2)c1 | 15 | -13
CCOC(=O)N1CCN(c2ccccc2O)CC1 | 11 | -14
COc1cccc(NC(=O)c2oc3ccccc3c2NC(=O)C2CC2)c1 | 16 | -39
CN(C)c1ccc(N2C(=NC(=O)CCC3CCCC3)SC3CS(=O)(=O)CC32)cc1 (stereo unspecified) | 2 | -10
Cn1c2c(c(=O)n(C)c1=O)C(c1ccc(Cl)cc1)C(C#N)=C(N)O2 (stereo unspecified) | 21 | -8
Cc1ccc2c(c1)NC(=O)C(CC(=O)NCCCN1CCCCC1)O2 (stereo unspecified) | 8 | 8
C=CCNc1nc(C(=O)OCC(=O)NCc2cccc(Cl)c2)cs1 | 7 | -27

# Later entries.
SMILES,OX1R antag-1,OX1R antag-2
CC(C)OC(=O)CC(=O)c1sc2nc3c(cc2c1N)CN(C)CC3,10,-12
COc1ccc(S(=O)(=O)NCc2ccncc2)cc1OC,11,-7
COC(=O)c1c(NC(=O)C(C)(C)C)sc2c1C(C(=O)OC)CC2 (stereo unspecified),9,-24
O=C(c1ccccc1)c1ccc(N2CCOCC2)c(F)c1,4,5
Cc1c(C(=O)Nc2ccccc2C(=O)N2CCOCC2)cccc1[N+](=O)[O-],1,-6
Cc1ccc(OCCCC(=O)N2CCOCC2)cc1,11,-19
CC1(C)Cc2c(c(N3CCOCC3)nc3sc4c(NCCN5CCOCC5)nnnc4c23)CS1,10,-15
CCOc1cc(NC(=O)C2CCCCC2)c(OCC)cc1NC(=O)c1ccccn1,13,-31
CCOC(=O)CSC1=C(C#N)C(c2sccc2C)CC(=O)N1 (stereo unspecified),7,-23
O=C(c1ccco1)N1CCCC(N2CCN(c3ccccc3F)CC2)C1 (stereo unspecified),21,-14
Cc1ccc(CN(C)C(=O)CN2C(=O)NC(c3ccccc3)(c3ccccc3)C2=O)c(C)c1,6,2
Cc1csc(NC(=O)CSCC(=O)Nc2ccccc2)n1,26,0
CC1CCc2c(sc3ncn(Cc4ccc(C(=O)O)cc4)c(=O)c23)C1 (stereo unspecified),23,-24
COc1ccc(C)cc1S(=O)(=O)N1CCN(C(=O)c2ncoc2-c2ccccc2C)CC1,13,-13
O=C(c1nc2nc(-c3ccccc3)cc(C(F)(F)F)n2n1)N1CCOCC1,77*,0
COc1cccc(/C=N/Nc2snc(SC)c2C#N)c1O,60*,10
Cc1cc(C)c(NC(=O)CSc2nnc(CN3CCOCC3)n2C)c(C)c1,18,-34
COc1ccc(NC(=O)c2nc[nH]c2C(=O)NCc2ccccc2)cc1,8,-18
COC(=O)/C=C1\S/C(=N/N=C/c2ccccc2)NC1=O,20,-4
C#CCOCCOCCOCCNc1nc(N2CCN(C(=O)[C@H](C(C)C)n3cc(CCO)nn3)CC2)nc(N2CCN(C(=O)[C@H](C(C)C)n3cc(CCO)nn3)CC2)n1,35,-4
Cc1cc(-c2ccccc2)[nH]c(=O)c1C#N,26,-17
CCN(CC)CCn1c(=N)n(CC(=O)c2ccc(C)cc2)c2ccccc21,4,-30
CCCCN(C)C(=O)CNC(=O)c1nn(-c2ccc(OC)cc2OC)c(=O)c2ccccc12,-2,-30
